KCNQ2 block: KCNQ2 potassium channel inhibitors, primary screen, cell-based, CHO-K1, FluxOR thallium flux, B-score (AID 2156). 20 min; active compounds read low. B-score at 10 µM. hit rate 1.1% among 310,000. Potassium voltage-gated channel subfamily KQT member 2 (Rattus norvegicus), O88943;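 active = fluorescence ratio B-score at most minus 3 library SDs, with starting brightness B-score within 2 library SDs, cut at about -5.5 in these data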
Target sequence (O88943 whole entry, looked up): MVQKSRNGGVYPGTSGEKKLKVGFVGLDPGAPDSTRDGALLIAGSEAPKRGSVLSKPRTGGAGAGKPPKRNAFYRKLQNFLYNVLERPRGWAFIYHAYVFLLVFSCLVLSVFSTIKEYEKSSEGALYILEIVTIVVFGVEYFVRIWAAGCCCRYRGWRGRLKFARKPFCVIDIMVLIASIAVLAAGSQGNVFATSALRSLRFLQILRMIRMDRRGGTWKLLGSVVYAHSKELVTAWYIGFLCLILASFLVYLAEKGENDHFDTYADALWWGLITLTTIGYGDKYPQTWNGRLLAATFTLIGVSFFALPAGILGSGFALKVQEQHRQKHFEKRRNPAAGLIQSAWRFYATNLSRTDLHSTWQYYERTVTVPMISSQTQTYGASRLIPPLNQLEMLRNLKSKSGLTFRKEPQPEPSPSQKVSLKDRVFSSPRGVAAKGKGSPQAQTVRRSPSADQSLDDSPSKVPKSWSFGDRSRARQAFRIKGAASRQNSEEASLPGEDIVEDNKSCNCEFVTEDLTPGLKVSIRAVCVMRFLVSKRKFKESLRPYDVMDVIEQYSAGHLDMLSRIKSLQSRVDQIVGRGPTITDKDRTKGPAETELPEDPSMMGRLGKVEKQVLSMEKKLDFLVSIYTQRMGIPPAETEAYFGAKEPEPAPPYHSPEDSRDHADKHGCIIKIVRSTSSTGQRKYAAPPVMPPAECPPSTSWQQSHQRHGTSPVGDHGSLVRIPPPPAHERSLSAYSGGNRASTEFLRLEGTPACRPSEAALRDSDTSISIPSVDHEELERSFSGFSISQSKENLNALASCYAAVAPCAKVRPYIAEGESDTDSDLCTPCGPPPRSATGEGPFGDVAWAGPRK
OX1R FRET antag: antagonists of human orexin 1 receptor (OX1R); OX1R-expressing cells, FRET antagonist read-out; Orexin/Hypocretin receptor type 1 (Homo sapiens), O43613; inhibition, % at 6.6 µM; AID 485270, 2010; hit rate 1.8% among 330,000; in the data active = inhibition mostly above about 38%, no sharp cut-off; inactive = mostly below about 40%;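 also: 0% = agonist challenge alone and 100% = reference antagonist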
STK33 inh: inhibitors of purified STK33 kinase, primary screen, biochemical, ADP-Glo luminescence, homogeneous, cell-free; MBP phosphorylation; inhibition, % at 10 µM; hit rate 0.073% among 320,000;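 active = inhibition at or above 25%, using the most active replicate where run in duplicate; inactive = inhibition below 25%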
Numbers without * were called inactive; i = inactive; . = not tested or not shown.

Preview:
KCNQ2 block	OX1R FRET antag	STK33 inh	SMILES
i	51*	0.7	COc1ccccc1C(=O)Nc1nnc(-c2ccccc2)s1
i	.	-5.4	CC(=O)c1cc2c(ccc3ccccc32)oc1=O
i	13	-0.3	CCc1cc(/C(Cc2ccccn2)=N\O)c(O)cc1O
i	8	-0.7	COC(=O)[C@@H]1CC[C@H](C)[C@@H](c2ccc(C)cc2)N1C(=O)c1ccc(/C=N/O[C@H](C)c2cn([C@@H]3COC[C@H]3O)nn2)cc1
i	28	-1.1	O=c1[nH]c(COc2ccc(Br)cc2Cl)nc2ccccc12
.	10	1.0	Cc1ccc(S(=O)(=O)N2CCC(C(=O)Nc3cccnc3)CC2)cc1

This part in full, repeating the preview:
KCNQ2 block	OX1R FRET antag	STK33 inh	SMILES
i	51*	0.7	COc1ccccc1C(=O)Nc1nnc(-c2ccccc2)s1
i	.	-5.4	CC(=O)c1cc2c(ccc3ccccc32)oc1=O
i	13	-0.3	CCc1cc(/C(Cc2ccccn2)=N\O)c(O)cc1O
i	8	-0.7	COC(=O)[C@@H]1CC[C@H](C)[C@@H](c2ccc(C)cc2)N1C(=O)c1ccc(/C=N/O[C@H](C)c2cn([C@@H]3COC[C@H]3O)nn2)cc1
i	28	-1.1	O=c1[nH]c(COc2ccc(Br)cc2Cl)nc2ccccc12
.	10	1.0	Cc1ccc(S(=O)(=O)N2CCC(C(=O)Nc3cccnc3)CC2)cc1
i	26	12	CCOCCCNC(=O)c1c(-c2ccccc2)noc1C
i	22	0.4	CC(C)c1ccc(/C=N/NC(=O)c2cccc(S(=O)(=O)N3CCOCC3)c2)cc1
i	9	22	CCCCCN1CC(O)=C(c2nc(-c3ccc(Cl)cc3)cs2)C1=N
i	18	-1.6	CCC(C(=O)NCCc1ccc(OC)cc1OC)n1nc(C)n2c(cc3occc32)c1=O (stereo not given)
i	11	-0.3	O=C(/C=C/c1ccccc1)N1CCCN(C(=O)/C=C/c2ccccc2)CC1
i	15	-1.5	CCOC(=O)CCC(=O)Nc1ccccc1C(N)=O

The results go on.
KCNQ2 block	OX1R FRET antag	STK33 inh	SMILES
i	10	-1.3	O=C(CN1CCC(NC(=O)c2ccccc2F)CC1)Nc1ccc2c(c1)OCO2
i	6	-1.6	COc1cc(/C=c2/sc3nc(-c4ccccc4)c(-c4ccccc4)n3c2=O)cc(OC)c1OC
i	6	-1.9	CSc1ccccc1NC(=O)CN1CCCCC1
i	15	-0.1	COc1ccccc1NC(CC(=O)c1ccccc1)C(=O)OCC(=O)c1ccc(Br)cc1 (stereo not given)
i	4	-2.9	Cc1nc(CN2CCC(c3ccccc3)CC2)cc(=O)[nH]1
i	0	1.1	CSc1nccc(Oc2cncc(Cl)c2)n1
i	25	-1.8	CCN(CC(=O)NCc1ccc(F)cc1)CC(O)COCc1cccc(OC)c1 (stereo not given)
i	16	1.0	Cc1ccc(/C(O)=C/C(=O)C(=O)NNC(=O)C(O)(c2ccccc2)c2ccccc2)cc1
i	12	-3.6	c1ccc(-c2nn[nH]n2)nc1
i	10	-0.6	CCc1ccc(S(=O)(=O)Nc2c(C)nn(C)c2C)cc1
i	15	-1.5	O=C(O)/C=C\C(=O)Nc1ccc(OCc2ccccc2)cc1
i	15	-1.7	COc1cc(/C=C/C(=O)NC2CCCCC2)cc(OC)c1OC

New compounds follow:
KCNQ2 block	OX1R FRET antag	STK33 inh	SMILES
i	15	1.7	O=C(CNC(=O)c1ccc(Br)cc1)NC1=NCCS1
i	12	-0.7	CC(Oc1cccc(Cl)c1)C(=O)Nc1ccc(N2CCOCC2)cc1N1CCOCC1 (stereo not given)
i	10	-1.4	CC(C)C(c1nnnn1Cc1cccs1)N1CCN(c2ccccc2)CC1 (stereo not given)
i	25	-0.1	COc1cc(NC(=O)c2cc3ccccc3o2)c(OC)cc1Br
i	24	0.5	Cn1c(=O)c2ncn(CC(=O)N=Nc3c(O)[nH]c4ccccc34)c2n(C)c1=O
i	12	-1.6	N=c1n(Cc2ccccc2)c2ccccc2n1CC(O)COc1ccccc1 (stereo not given)
i	5	3.0	Cc1ccc(S(=O)(=O)N2CCCc3ccccc32)cc1C
i	3	-1.9	O=C(NCc1cccnc1)c1cc(S(=O)(=O)N2CCOCC2)c(Cl)cc1Cl
i	8	0.2	Cc1cccc(NC(=O)CN2C(=O)/C(=C3\SC(=S)N(CC4CCCO4)C3=O)c3ccccc32)c1 (stereo not given)
i	63*	-1.1	CC(C)n1c(=O)[nH][nH]c1=S
i	23	0.0	Cn1nc(C(=O)Nc2ccc(S(=O)(=O)N3CCCCC3)cc2)ccc1=O
i	12	-0.6	C=CCOC(=O)C1=C[C@@H](C2CCCCC2)C[C@@H](OCc2ccc(CO)cc2)O1

Further records follow.
KCNQ2 block	OX1R FRET antag	STK33 inh	SMILES
i	14	4.0	Cc1cccc(C)c1Nc1nnc(SCc2cc([N+](=O)[O-])cc3c2OCOC3)s1
i	-5	-1.8	COc1ccc(CNC(=O)C2CCC(CNc3nc(=S)[nH]c4ccccc34)CC2)cc1 (stereo not given)
i	26	-0.1	Cc1ccc2c(CSc3nc4nc(C)cc(C)n4n3)cc(=O)oc2c1
i	25	0.7	Cc1nc2ccccc2n1CCOc1ccccc1
i	-5	-1.1	O=C(NCCCN1CCCC1=O)c1ccc2c(=O)n(-c3ccc(F)cc3)c(=S)[nH]c2c1
i	11	-0.9	CCOc1ccc(N(CC(=O)NCc2cccs2)S(=O)(=O)c2c(C)noc2C)cc1
i	31	0.8	O=C(CN1CCN(Cc2ccccc2Cl)C1=O)NC1CCCCCCC1
i	18	-1.0	CN1CCN(C(=O)CCc2nc(-c3ccc(Cl)cc3)no2)CC1
i	-6	-0.5	O=C(/C=C/c1ccccc1)NCc1ccc2c(c1)OCO2
i	21	0.4	CCOC(=O)C1=C(Cc2ccc(F)cc2)C(=O)c2ccccc2C1=O
i	13	9.7	Cc1nn(CC(=O)c2ccc(Cl)cc2Cl)c(C)[n+]1N
i	3	-5.4	NC(=O)C1CCN(C(=O)c2cc3n(n2)C(C(F)(F)F)CC(c2ccco2)N3)CC1 (stereo not given)

Rewritten as tab-separated lines: 4 of the compounds above
compound	KCNQ2 block	OX1R FRET antag	STK33 inh
O=C(CN1CCN(Cc2ccccc2Cl)C1=O)NC1CCCCCCC1	i	31	0.8
CN1CCN(C(=O)CCc2nc(-c3ccc(Cl)cc3)no2)CC1	i	18	-1.0
O=C(/C=C/c1ccccc1)NCc1ccc2c(c1)OCO2	i	-6	-0.5
CCOC(=O)C1=C(Cc2ccc(F)cc2)C(=O)c2ccccc2C1=O	i	21	0.4

The list goes on.
KCNQ2 block	OX1R FRET antag	STK33 inh	SMILES
i	41	3.2	NS(=O)(=O)c1cc(C(=O)N=Nc2c(O)[nH]c3ccccc23)ccc1Cl
i	6	-0.5	CCOC(=O)c1c(NC(=O)c2cc3n(n2)C(C(F)(F)F)CC(c2cccs2)N3)sc(C)c1C (stereo not given)
i	4	-2.0	O=C(NCC(=O)N(c1ccc(F)cc1)C(C(=O)NCC1CCCO1)c1ccccc1)c1ccco1 (stereo not given)
.	5	1.7	COc1ccc(-c2c(-c3ccc(S(C)(=O)=O)cc3)sc3ccc(OC)cc23)cc1
i	13	-0.9	COc1ccc(OCC(=O)N/N=C/c2ccc(N(C)C)cc2)cc1
i	6	0.0	CNc1c(NS(=O)(=O)c2ccc(Cl)s2)c(=O)oc2ccccc12
i	20	-3.1	Cn1c(=O)n(/N=C/c2ccccc2)c2ccccc21
i	19	-2.4	O=C(O)c1c(NC(=O)c2cccc3ccccc23)sc2c1CCC2
i	8	-0.5	COc1cccc(CNC(=O)CN(c2ccc(C(C)C)cc2)S(=O)(=O)c2c(C)noc2C)c1
i	18	1.0	COc1ccc(CN(CCC(c2ccccc2)c2ccc(OC(C)C)cc2)C(=O)CCl)cc1OC (stereo not given)
i	4	-0.6	C[C@H](NC(N)=O)C(=O)OCC(=O)Nc1ccc(OC(F)F)cc1
i	27	0.7	Cc1cccc(NS(=O)(=O)c2cc(C(=O)N3CCCCCC3)ccc2C)c1

(listing goes on)
KCNQ2 block	OX1R FRET antag	STK33 inh	SMILES
i	14	-1.2	COc1ccc(N2CCN(Cc3nc4c(c(=O)[nH]c(=O)n4C)n3CC(C)=O)CC2)cc1
-9.6*	16	-1.0	Cc1nc(N2CCN(Cc3ccccc3)CC2)nc2c1C(=O)CC(c1ccco1)C2 (stereo not given)
i	24	-1.2	COc1ccc(OCCSc2nnc(CCNC(=O)c3ccc(Cl)c(Cl)c3)n2C)cc1
.	4	-1.3	Cc1[nH]c2ccc(C(=O)N3CCC(C(N)=O)CC3)cc2c1C
i	27	0.3	COc1ccc(C(=O)N/C(=C/c2cccs2)c2nc3ccccc3[nH]2)cc1OC
i	15	0.4	COCCNC(=O)c1cc2c(=O)n3cccc(C)c3nc2n1C
i	19	0.8	COc1cccc(CN(C)C(=O)c2cc(COc3ccc(-n4cncn4)cc3)on2)c1
i	25	-1.6	CC(C)(C)NC(=O)C(c1ccc(O)cc1)N(Cc1ccco1)C(=O)CCC(=O)Nc1ccccn1 (stereo not given)
i	11	0.0	O=C1CN(C(=O)c2cc3ccccc3oc2=O)C(c2ccccc2)c2cc(F)ccc2N1 (stereo not given)
i	7	-2.3	Cc1ccc(C)c(NC(=O)C(CC(=O)O)C2CCCO2)c1 (stereo not given)
i	2	-0.3	Cc1ccc(NC(=O)Cn2nnc(-c3ccccc3NC(=O)c3cccs3)n2)cc1
i	7	-2.2	COc1ccc(N2CCN(CCNC(=O)C3CC(=O)N(C4CCCC4)C3)CC2)cc1 (stereo not given)

Additional results follow.
KCNQ2 block	OX1R FRET antag	STK33 inh	SMILES
i	15	-4.3	O=C(CCN1C(=O)S/C(=C/c2ccc(F)cc2)C1=O)Nc1ccc(O)c(C(=O)O)c1
i	7	-0.4	CCOC(=O)C(NCCOC)(NC(C)=O)C(F)(F)F (stereo not given)
i	22	-0.3	N#CNC1=NCN(CCc2ccccc2)CN1
i	23	-1.3	COc1ccccc1CNS(=O)(=O)c1ccc2c(c1)N(C(C)=O)CCO2
i	18	0.6	CCOC(=O)Cn1cc(/C=C(/C#N)C(=O)NC(C)C)c2ccccc21
.	3	-0.3	CCOc1cccc(N)c1
i	27	-1.3	CCOC(=O)c1c(C)nc2sc(C(=O)Nc3ccccc3)c(N)c2c1-c1ccc(OC)cc1
i	7	0.1	CCOC(=O)c1sc2nc3c(cc2c1N)COC(C(C)C)C3 (stereo not given)
i	7	-0.1	COc1ccccc1CC(NC(C)=O)C(=O)NC1CCN(C(=O)Nc2ccccc2Cl)CC1 (stereo not given)
i	2	-1.2	O=C(CNC(=O)c1ccco1)NCC(=O)OCc1ccccc1Cl
i	40	2.0	C/C(=N\NS(=O)(=O)c1cccc([N+](=O)[O-])c1)c1cccnc1
i	19	0.6	O=c1nc2n(c3ncccc13)CCC2

Continuation.
KCNQ2 block	OX1R FRET antag	STK33 inh	SMILES
i	9	-1.1	Cc1cc(C(=O)Nc2sc3c(c2C#N)CCC(C)C3)cs1 (stereo not given)
-5.9*	16	-1.4	COc1cc(-c2nnc(SC/C=C/c3ccccc3)n2N)cc(OC)c1OC
i	8	-1.7	CC1(C)CC(=O)C(=Cc2cn(-c3ccccc3)nc2-c2ccccc2)C(=O)C1
i	14	-1.8	CCOC(=O)c1csc(COc2ccc(OC)cc2)n1
i	5	-0.8	Nc1nnc(-c2ccco2)s1
i	9	-0.1	CN1CCN(c2nc3c(c(=O)[nH]c(=O)n3C)n2Cc2cccc(Br)c2)CC1
i	7	-0.9	COc1ccc(CCCc2nc3ccccc3[nH]2)cc1
i	-2	-2.4	Cc1csc(=O)n1CCC(=O)OCC(=O)Nc1cccc(C#N)c1
i	22	-2.3	COc1ccc(CNC(=O)c2cccc(N(C)C)c2)cc1
i	14	-1.9	CCc1ccccc1NC(=O)CSc1nnc([C@@H](NC(=O)OC(C)(C)C)C(C)CC)o1 (stereo not given in full)
i	7	-3.0	COC(=O)C1=C(C)N(C)C(=O)NC1c1ccsc1 (stereo not given)
i	23	0.0	COc1ccc(-c2cc(C(=O)N(C)Cc3ccccc3)no2)cc1OC

Continuation.
KCNQ2 block	OX1R FRET antag	STK33 inh	SMILES
i	6	-1.6	CNC(=S)N/N=C(\C)c1ccccc1
i	39	-1.0	CCOc1ccc(N2C(=O)/C(=C/c3cc(OC)c(OC)c(OC)c3)N(CC(=O)OC)C2=S)cc1
i	34	-1.1	COc1cc(C(C[N+](=O)[O-])c2c(N)n(C)c(=O)n(C)c2=O)ccc1O (stereo not given)
i	4	-2.2	NS(=O)(=O)c1ccc(NC(=O)COC(=O)COc2cccc(C(F)(F)F)c2)cc1
i	53	-0.2	Cc1cccc(OCCCOc2cccc3cccnc23)c1C
i	16	0.5	O=c1cc(CN2CCCc3ccccc32)nc2sccn12
.	7	0.5	COc1ccc(NC(=O)COC(=O)c2ccc3ccccc3n2)c(OC)c1
i	53	1.5	O=C(COC(=O)c1c2c(nc3ccccc13)CCCC2)c1cccs1
i	7	-2.1	CC(C)(C)C1CCC(=NOC(=O)c2ccc(F)cc2)CC1 (stereo not given)
i	11	-0.4	Fc1ccc(-c2nc3c(Cl)cc(C(F)(F)F)cn3c2Cl)cc1
i	15	-1.5	CCOC(=O)N1CCN(C(=O)c2cccn3c(=O)c4cc(Br)ccc4nc23)CC1
i	38	4.6	COc1ccc(/C=N/n2c(-c3ccccc3)n[nH]c2=S)cc1

Another view of some results above:
SMILES,KCNQ2 block,OX1R FRET antag,STK33 inh
COc1ccc(NC(=O)COC(=O)c2ccc3ccccc3n2)c(OC)c1,.,7,0.5
COc1cc(C(C[N+](=O)[O-])c2c(N)n(C)c(=O)n(C)c2=O)ccc1O (stereo not given),i,34,-1.1
O=c1cc(CN2CCCc3ccccc32)nc2sccn12,i,16,0.5

Source: PubChem

Not a hit list, and some 2.7% of all compounds hit somewhere here.
